Screening data: PubChem BioAssay, The Scripps Research Institute Molecular Screening Center
CHO-K1 Ca antag: counter-screen for M1 antagonists: effect in parental CHO-K1 cells. ATP-induced calcium, Fluo-8 fluorescence. inhibition, % at 3 µM. hit rate 0.6% among 360,000. AID 602250;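 active means inhibition above a per-plate cutoff, the plate's mean sample inhibition plus 3 SD, cut at about 24% in these data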;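 further: 0% = DMSO plus EC80 ATP and 100% = DMSO alone without ATP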
M1 PAM parental: nonselective calcium activators in parental CHO-K1 cells, primary screen, counter-screen for M1 PAM project, cell-based, Fluo-8 calcium fluorescence, full deck, 1536-well; ATP EC20; 0% at ATP EC20, 100% at ATP max; activation, % at 3 µM; hit rate 0.02% among 360,000; AID 602247, 2012;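 active means activation above the run cutoff, the mean activation of all test compounds plus 3 SD, cut at about 40% in these data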;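 further: peak over basal fluorescence ratio in a 140 s read after ATP addition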
CHRM4 antagonist: human M4 muscarinic receptor antagonists, primary screen, CHO cells, Fluo-8 calcium fluorescence. Muscarinic acetylcholine receptor M4 (Homo sapiens), P08173. CHO-hM4 cells, ACh EC80. inhibition, % at 3 µM. hit rate 0.73% among 360,000. AID 624125, 2012;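 active means inhibition above its plate's cutoff, the mean inhibition of sample wells plus 3 SD, cut at about 27% in these data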;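 further: 0% = acetylcholine EC80 with DMSO and 100% = DMSO without agonist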
Target sequence (P08173 whole entry, looked up): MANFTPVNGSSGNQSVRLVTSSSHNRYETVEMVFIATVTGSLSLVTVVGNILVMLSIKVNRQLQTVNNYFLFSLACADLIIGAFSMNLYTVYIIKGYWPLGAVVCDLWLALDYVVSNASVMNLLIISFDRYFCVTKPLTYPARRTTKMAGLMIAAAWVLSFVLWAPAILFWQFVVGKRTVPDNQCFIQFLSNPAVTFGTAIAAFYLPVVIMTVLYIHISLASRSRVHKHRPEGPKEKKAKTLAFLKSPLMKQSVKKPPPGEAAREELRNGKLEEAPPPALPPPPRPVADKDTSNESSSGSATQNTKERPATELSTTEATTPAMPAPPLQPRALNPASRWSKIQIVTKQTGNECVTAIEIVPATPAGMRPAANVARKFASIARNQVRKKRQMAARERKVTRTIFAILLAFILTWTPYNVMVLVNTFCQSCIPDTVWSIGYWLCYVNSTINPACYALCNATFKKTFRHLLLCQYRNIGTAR
CHRM5 agonist: human M5 muscarinic receptor agonists, primary screen, CHO-K1 cells, Fluo-8 calcium fluorescence | Muscarinic acetylcholine receptor M5 (Homo sapiens), P08912 | CHO-K1 hM5 cells; 0% DMSO wells, 100% maximal acetylcholine response | activation, % at 3 µM | hit rate 0.19% among 360,000 | AID 624037, 2012;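 active means activation above the run's mean over test compounds plus 3 SD, cut at about 23% in these data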;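 further: signal is peak over basal fluorescence ratio across the kinetic read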
Target sequence (P08912 whole entry, looked up): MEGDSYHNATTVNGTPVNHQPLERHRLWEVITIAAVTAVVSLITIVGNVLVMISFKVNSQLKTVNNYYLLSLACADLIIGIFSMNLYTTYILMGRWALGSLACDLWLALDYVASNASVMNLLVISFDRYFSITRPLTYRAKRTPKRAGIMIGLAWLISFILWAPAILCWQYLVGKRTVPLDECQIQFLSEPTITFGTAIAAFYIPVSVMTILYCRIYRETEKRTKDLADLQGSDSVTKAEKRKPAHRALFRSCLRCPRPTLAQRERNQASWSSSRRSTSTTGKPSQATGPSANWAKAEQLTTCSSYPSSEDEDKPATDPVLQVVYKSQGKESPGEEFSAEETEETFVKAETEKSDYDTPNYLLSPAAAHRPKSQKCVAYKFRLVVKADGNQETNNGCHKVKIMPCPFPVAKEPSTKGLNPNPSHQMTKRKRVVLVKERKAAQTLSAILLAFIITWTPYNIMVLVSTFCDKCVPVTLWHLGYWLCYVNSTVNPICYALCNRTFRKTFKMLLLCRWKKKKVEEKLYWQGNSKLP
M4 ag: human M4 muscarinic receptor agonists, primary screen, CHO-K1 cells, Fluo-8 calcium fluorescence; CHO-K1 hM4/Gqi5; vehicle 0%, full acetylcholine response 100%; hit rate 0.14% among 360,000; activation, % at 3 µM;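 active means activation above the run mean over all test wells plus 3 SD, cut at about 32% in these data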;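 further: peak over basal fluorescence ratio per well then scaled between controls; 0% = DMSO wells and 100% = acetylcholine at EC100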
CHRM5 antagonist: human M5 muscarinic receptor antagonists, primary screen, CHO cells, Fluo-8 calcium fluorescence; Muscarinic acetylcholine receptor M5 (Homo sapiens), P08912; CHO-hM5 cells, ACh EC80; inhibition, % at 3 µM; hit rate 0.59% among 360,000;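 active means inhibition above a per-plate cutoff, the mean of that plate's test compounds plus 3 SD, cut at about 27% in these data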;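 further: 0% = acetylcholine EC80 with DMSO and 100% = DMSO without agonist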
M4 PAM: human M4 muscarinic receptor positive allosteric modulators, primary screen, CHO-K1 cells, Fluo-8 calcium fluorescence | Muscarinic acetylcholine receptor M4 (Homo sapiens), P08173 | CHO-K1 hM4/Gqi5, ACh EC20; 0% = ACh EC20, 100% = maximal ACh | activation, % at 3 µM | hit rate 0.4% among 360,000 | AID 624126, 2012;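 active means activation above its plate's cutoff, the mean activation of sample wells plus 3 SD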; further: some results filed as inactive read as strong as hits
M5 PAM: human M5 muscarinic receptor positive allosteric modulators, primary screen, CHO-K1 cells, Fluo-8 calcium fluorescence; AID 624038, 2012; activation, % at 3 µM; hit rate 0.3% among 360,000; CHO-K1 hM5, ACh EC20 PAM; 0% = ACh EC20, 100% = ACh EC100;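 active means activation above the run cutoff, the mean activation of all test compounds plus 3 SD, cut at about 18% in these data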
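Probe or stimulus: acetylcholine, EC20 level; Assay system: human M5 receptor in CHO-K1 cells; Schedule: compound preincubation 140 s before EC20 acetylcholine addition; Technique: intracellular calcium via Fluo-8 fluorescence; Dosing: single-point, 3 µM nominal; Read-out basis: percent activation from peak-over-basal fluorescence ratio, scaled EC20-to-EC100 acetylcholine; Repeats: one well per compound, no replicates.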
M1 ag parental: counter-screen for M1 agonists: effect in parental CHO-K1 cells; Fluo-8 calcium fluorescence; scaled to maximal ATP response, vehicle zero; activation, % at 3 µM; hit rate 0.48% among 360,000; in the data active means activation above about 15%;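 further: untransfected CHO-K1 host cells lacking M1 receptor as counterscreen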
* marks the source's active call; other numbers are inactive results; nt = not tested or not shown.

SMILES	CHO-K1 Ca antag	M1 PAM parental	CHRM4 antagonist	CHRM5 agonist	M4 ag	CHRM5 antagonist	M4 PAM	M5 PAM	M1 ag parental
O=C(NCCCn1ccnc1)c1noc2c1CCCC2	-19	14	8	-1	0	0	-5	3	0.1
COc1ccc(-c2nnc(COc3ccc(Br)cc3C)o2)cc1	-3	10	0	0	0	2	-6	4	1.1
CC1CN(C(=O)COC(=O)c2cc(S(N)(=O)=O)c(Cl)cc2Cl)CC(C)O1 (configuration not stated)	-10	1	0	-3	2	11	2	-1	0.6
CCOc1ccccc1Nc1nc(-c2sc(C)nc2C)cs1	2	14	-6	-6	-2	-2	-6	-5	-0.5
CN(C)c1ccc(/C=C2\SC(=O)N(CC(O)Cn3c4ccccc4c4ccccc43)C2=O)cc1 (configuration not stated)	-3	25	8	-1	1	-4	-3	4	1.4
CCN(CC)S(=O)(=O)c1ccc2c(c1)N(CC(=O)N(CCc1ccncc1)C(C)C)C(=O)CO2	-16	23	-3	-2	1	-2	-1	0	0.2
COCCNC(=O)C1CC(c2ccccc2C(F)(F)F)=NO1 (configuration not stated)	-14	13	2	0	0	9	3	1	-0.1
O=C(c1cnn2c1NC(c1ccco1)CC2C(F)(F)F)N1CCN(c2cccc(Cl)c2)CC1 (configuration not stated)	-5	12	-8	-2	8	8	-10	-5	2.3
CC(=O)c1ccc(S(=O)(=O)NCCC(=O)NC2CCN(Cc3ccccc3)CC2)cc1	-7	-11	-19	-1	0	3	11	19*	0.1
O=C(CSc1nc2ccccc2[nH]1)NC1CCCc2ccccc21 (configuration not stated)	-9	19	-9	0	8	-6	-2	-10	4.9
COC(=O)c1cccc(NC(=O)CCN2C(=O)C3CC=CCC3C2=O)c1 (configuration not stated)	0	3	4	2	1	-4	4	10	0.3
COc1ccc(NC(=O)c2cc(-c3cc(C)c(C)cc3O)n[nH]2)c(OC)c1	-10	4	-22	0	4	-7	3	2	3.3
Cc1ccc(C(=O)NCC(=O)NC2CCCCCC2)cc1	-9	19	2	0	1	1	1	3	0.2
CN(C)/C=C(\C(=O)c1ccc(F)cc1F)c1nnnn1-c1ccccc1	3	-6	0	-1	0	4	3	-5	0.7
COc1ccc(CNS(=O)(=O)CCNC(=O)c2cccc(OC)c2)cc1	6	-10	8	0	0	3	-2	3	-0.5
Cc1ccc(OCC(=O)NC2CCCC2)c(C)c1	-15	17	-4	-4	0	1	-2	-2	0.4
COCCn1c(C)cc(C(=O)COc2ccc(C)nc2[N+](=O)[O-])c1C	-5	16	-10	0	2	-7	11	11	2.1
O=C1NC[C@H](Cc2ccc(O)cc2)N(C[C@@H]2CCCN2C[C@H](Cc2ccc(O)cc2)N2C[C@H](Cc3ccccc3)N(CC3CCCCCC3)C(=O)C2=O)C1=O	-6	7	0	2	1	-14	0	5	1.1
CCc1ccc(NC(=O)C/C(C)=N/NC(=O)COc2ccc(C)cc2Br)cc1	-16	24	11	-2	0	11	-5	-5	1.5
CC(C)CC1C(=O)N(Cc2cn(CCC3OCCCO3)nn2)CCS(=O)(=O)N1Cc1ccc(-c2cccc(N(C)C)c2)cc1 (configuration not stated)	-10	28	-17	2	8	-4	-2	-7	1.4
CCC(=O)Nc1c(C(=O)Nc2ccc3c(c2)OCCO3)oc2ccccc12	-12	17	-7	-7	2	2	1	-1	0.9
CCCCCn1c(=O)[nH]c2c(c1=O)CCC2	9	2	-2	-4	0	-4	8	2	0.0
CCOC(=O)N1CCN(C(=O)Nc2cccc(Cl)c2)CC1	-4	-7	5	6	0	-10	1	2	1.7
CCCc1ccc2oc(C(=O)N3CCC(COC)C3)c(C)c2c1 (configuration not stated)	3	-10	-10	-1	0	10	-1	-4	-0.2
CCN(CC)CCN1C(=O)c2ccccc2NC1c1cc(OC)c(OC)c(OC)c1 (configuration not stated)	-13	-6	4	1	1	-8	-2	2	0.1
Next part.
SMILES	CHO-K1 Ca antag	M1 PAM parental	CHRM4 antagonist	CHRM5 agonist	M4 ag	CHRM5 antagonist	M4 PAM	M5 PAM	M1 ag parental
O=C(NC(=S)Nc1ccccc1[N+](=O)[O-])c1ccccc1	-4	13	0	0	0	9	-5	-2	6.2
COc1ccccc1N(CC(=O)Nc1ccccc1C(=O)N1CCOCC1)S(C)(=O)=O	-7	7	9	-1	-1	-7	-1	8	0.2
O=C(Nc1ccccc1C(=O)O)c1cccc(N2C(=O)c3ccccc3C2=O)c1	4	6	-3	-3	1	6	9	2	-0.4
COCCn1nnnc1C(c1ccc2ncccc2c1)N1CCc2ccccc21 (configuration not stated)	-16	7	11	-5	-2	-4	-4	-1	-0.3
CCOc1ccc(CCNC(=O)COC(=O)/C=C/c2ccco2)cc1OCC	-6	6	0	-2	0	10	-5	-1	-0.5
Cc1nccn1CCCN1C(=O)OC2(CCCCC2)C1(C)O (configuration not stated)	-2	2	1	-9	0	0	1	2	0.1
NS(=O)(=O)c1ccc(CCNC(=O)c2ccc(-c3ccccc3)cc2)cc1	-3	16	4	1	3	3	-4	-1	1.0
COc1ccc(C)cc1NC(=O)CN1C(=O)c2ccccc2S1(=O)=O	-5	2	-1	2	1	-3	-1	-1	0.3
c1ccc2occc2c1	-3	24	-10	0	1	-2	12	4	0.0
O=C(NCCN1CCOCC1)c1ccc(-c2ccccc2)cc1	-16	6	6	2	1	-5	-5	1	0.3
CCN(C(=O)Cn1c(=O)n2nc(CCn3nc(C)cc3C)nc2c2ccccc21)c1cccc(C)c1	-15	28	-4	0	4	-9	-9	2	3.2
CCCCn1c(N)c(N(CCOC)C(=O)CN(C)S(=O)(=O)c2ccc(C)cc2)c(=O)[nH]c1=O	2	3	-5	-1	0	7	9	1	0.2
CCOC(=O)Nc1ccc(S(=O)(=O)Nc2onc(C)c2C)cc1	-5	2	-8	-1	0	8	3	-7	0.5
Cc1nonc1C1CCCN1C(=O)c1cc(COc2cccc(C(F)(F)F)c2)on1 (configuration not stated)	-9	-7	24	-3	nt	5	-10	-4	2.4
CCc1ccc([C@@H]2CC=C(C(=O)O)[C@H](c3ccc(Br)cc3)N2S(=O)(=O)c2ccc(C)cc2)cc1	1	-11	-6	1	0	0	0	-1	-0.1
CN(C)c1ccc(NC(=O)c2cn(-c3ccccc3)nc2-c2cccs2)cc1	9	11	-1	-3	3	-4	8	0	0.3
COc1cc(C(C#N)N2N=C(c3ccccc3)CC2c2ccccc2)ccc1O (configuration not stated)	-5	15	6	0	-1	-6	-2	1	1.2
CCOc1cc(/C=N/NC(=O)Cn2nc([N+](=O)[O-])cc2C)ccc1OCc1ccc(F)cc1	8	-3	4	-2	0	-5	4	0	-0.3
CC(C)(C)c1ccc(OCCC(=O)OCC(=O)NCc2ccccc2)cc1	6	-22	-5	1	13	-4	4	2	1.8
COc1ccc(N2CCN(C(=O)CN(c3ccc(OC)cc3)S(=O)(=O)c3ccccc3)CC2)cc1	-6	-1	-2	0	3	5	1	-7	0.8
CN(C(=O)c1ccccc1C(=O)OCC(=O)c1ccc(Br)cc1)c1ccccc1	-5	-3	3	-3	3	12	8	-7	0.1
O=C(NC(=S)Nc1nc2ccc(F)cc2s1)c1ccco1	-4	18	-19	0	0	-9	7	9	0.2
CC1(Cc2ccccc2C#N)C(=O)Nc2ccc(-c3ccccc3)cc21 (configuration not stated)	-4	7	2	0	2	-1	1	2	0.2
CCOc1ccccc1NC(=O)C1CCN(S(=O)(=O)c2c(C)noc2C)CC1	1	0	-7	-5	4	-3	-2	-18	1.9
O=C(CSc1ccccc1F)NNC(=O)c1ccncc1	-17	10	7	-3	1	11	8	6	0.7

The closing 3 compounds of the part above open the next one.
SMILES	CHO-K1 Ca antag	M1 PAM parental	CHRM4 antagonist	CHRM5 agonist	M4 ag	CHRM5 antagonist	M4 PAM	M5 PAM	M1 ag parental
CC1(Cc2ccccc2C#N)C(=O)Nc2ccc(-c3ccccc3)cc21 (configuration not stated)	-4	7	2	0	2	-1	1	2	0.2
CCOc1ccccc1NC(=O)C1CCN(S(=O)(=O)c2c(C)noc2C)CC1	1	0	-7	-5	4	-3	-2	-18	1.9
O=C(CSc1ccccc1F)NNC(=O)c1ccncc1	-17	10	7	-3	1	11	8	6	0.7
CCN1C(=O)[C@H]2[C@@H](c3ccc(SC4CCCCC4)cc3)N3CCCC[C@@]3(C(=O)OC)[C@H]2C1=O	-8	-1	6	2	2	-10	7	5	-0.1
O=C(NCCN1CCOCC1)C1CC(=O)N(c2ccc(F)c(Cl)c2)C1 (configuration not stated)	-18	15	9	0	2	0	4	-1	0.8
COCCNC(=O)c1ccc(N2CC3CC(C2)c2cccc(=O)n2C3)c(NC(=O)c2ccc(F)cc2)c1 (configuration not stated)	-21	21	-4	-2	2	1	2	0	0.3
Cc1cc(C)n(-c2cc(N3CCN(C(=O)c4cccc(Br)c4)CC3)ccc2[N+](=O)[O-])n1	-6	3	-4	-1	9	-1	-6	-8	3.1
CCSc1ccccc1C(=O)Nc1ccc([N+](=O)[O-])cc1OC	-1	-10	-6	-10	-2	4	3	2	-0.7
COc1ccc(NC(=O)c2cc(C)nn2-c2ccccc2)cc1	14	0	7	-5	0	8	-6	1	-0.2
Cc1ccc(C)c(S(=O)(=O)Nc2ccc(C(=O)NCC(c3ccco3)N(C)C)cc2)c1 (configuration not stated)	-12	31	-6	-6	2	0	-3	-1	3.7
Cc1ccc(F)cc1CNC(=O)C1CCC(=O)N(C2CC2)C1 (configuration not stated)	22	0	9	0	0	2	-2	7	-0.2
CC(C)CNC(=O)c1[nH]c(C(F)(F)F)nc1-c1ccccc1	-9	14	-12	1	0	-1	11	-2	0.9
Cc1cccc(NC(=S)NCCO)c1C	-8	19	-3	1	0	0	0	3	0.8
O=C(NN1C(=O)C2C(C1=O)C1C=CC2C12CC2)c1cccnc1 (configuration not stated)	-1	5	2	0	1	-2	-4	3	0.0
O=C(NCc1ccccc1)C(c1ccccc1F)n1c(=O)c(-c2cc3ccccc3[nH]2)nc2ccccc21 (configuration not stated)	nt	nt	5	5	6	-3	6	17	nt
NC(=O)c1ccc[n+](CC(=O)c2ccc(Cl)c(Cl)c2)c1	-6	-3	8	-1	1	2	5	3	0.4
COC(=O)c1ccc(NC(=O)CCc2nnc3ccc(N4CCC5(CC4)OCCO5)nn23)cc1	-7	13	4	-1	1	11	-4	1	0.8
Cc1ccccc1NC(=O)c1ccccc1	1	8	-5	-2	0	3	1	-2	-0.3
CNC(=O)C[C@@H]1CC[C@@H]2[C@H](COC[C@H](O)CN2S(=O)(=O)c2ccccc2Cl)O1	nt	nt	7	0	1	7	-2	2	nt
CC(C)CNC(=O)C1(C)CCCN1C(=O)c1ccc2c(c1)CCO2 (configuration not stated)	9	-4	-2	3	1	-4	4	1	0.2
CCOc1ccc(-c2cc(C(=O)N3CCN(C)CC3)c3ccccc3n2)cc1	-5	-1	-7	5	22	8	0	-5	6.3
